TGFb SMAD3 inh: blocks TGF-b signaling | HepG2 CAGA-GFP TGF-b/SMAD3 reporter, GFP fluorescence, 18 h; TGF-beta stimulated, 500 pg/mL final | Potency, µM (titrated, usually from 46.1 µM), without a hit: at the highest dose activity, negative = inhibition, most hits filed as inhibitors | actives 1.2% (n = 410,000) | AID 588855; note: potency is the fitted concentration of half-maximal effect; % is set by controls: 0 for no effect and ±100 for the full control effect; nearly all actives have a fitted effect of over 65% in size
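Cell-based qHTS in HEPG2 carrying a CAGA-GFP Smad reporter; compounds added before 500 pg/mL final TGF-beta, 18 h incubation at 37 degrees C, GFP fluorescence quantified per cell by imaging cytometry.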
CCT modulator: modulators of cytosolic chaperonin (CCT/TRiC) activity. AID 651819. actives 0.3% (n = 360,000). purified chaperonin ATPase assay, HTRF ADP detection, 30 min. activity change, % (no concentration beside the values), hits read low; in the data active = activity change below about -30%; note: % is set by controls: 0 for no effect and ±100 for the full control effect
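We incubate TRiC, 40 or 20 nM final, with library compounds at 76 uM and 10 uM ATP for 30 min at 37 °C. ADP formed is detected with Transcreener HTRF reagents after 30 min at room temperature.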
Akt phos inh: Akt phosphorylation inhibition; activity change, % for hits at 50 µM; Neuro2A IGF-stimulated pAkt S473 HTRF, 20 min; stronger effect = lower value; actives 0.32% (n = 360,000); in the data active = activity change below about -80%; inconclusive = mostly about -51% to -80%; note: % is set by controls: 0 for no effect and ±100 for the full control effect
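Neuro2A cells in DMEM with 0.5% FBS, overnight at 37 deg C, given compound at single 50 µM final, then IGF (6 nM final) for 20 min at 37 deg C. Lysed; phospho-Akt Ser473 by HTRF after 24 h, 665/615 ratio.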
Nrf2 ARE act: Nrf2 pathway activation. actives 0.31% (n = 410,000). Potency, µM (titrated, usually from 46.1 µM), for the others: at the top dose activation, most hits filed as activators. AREc32 ARE-luciferase reporter (MCF7-derived line), luminescence, 24 h; note: potency is the fitted concentration of half-maximal effect; % of control where 0% means no effect; nearly all actives have a fitted effect of over 65% in size
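Each well held 1000 AREc32 cells, which were incubated with compound for 24 hr at 37 deg C after overnight attachment, and ARE reporter activity was quantified by firefly luciferase luminescence.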
Mm-Cpn inhibitor: inhibitors of Methanococcus maripaludis chaperonin (MmCpn) | purified Mm-Cpn ATPase, ADP Transcreener TR-FRET | Potency, µM (highest dose often 76.9 µM), inactives show at the top dose activity, negative = inhibition, actives largely listed as inhibitors | actives 0.031% (n = 330,000) | AID 504842; note: potency is the fitted concentration of half-maximal effect; % is set by controls: 0 for no effect and ±100 for the full control effect; nearly all actives have a fitted effect of over 80% in size
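ATP (10 uM final) was added to archaeal chaperonin (25 nM final) after 10 min exposure to test compound at 37°C; after 30 min further incubation, ADP was detected by competitive TR-FRET.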
A549 tox: counter-screen for Nrf2 inhibitors: cytotoxicity in A549 cells | A549 ARE-Fluc cells, CellTiter-Fluor viability, 18-24 h | Potency, µM (titrated, usually from 46 µM), for the others: top-dose activity change, negative = cytotoxicity, usual class: inhibitors | actives 0.16% (n = 390,000) | AID 504648; note: potency is the fitted concentration of half-maximal effect; % is set by controls: 0 for no effect and ±100 for the full control effect
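A549 ARE-Fluc cells in 5% FBS OPTI-MEM, 5000 cells/well, rested 2 h then exposed to compounds in concentration-response for 18-24 h at 37 °C. Viability by CellTiter-Fluor fluorescence (Ex 405/Em 525) after 30 min; luciferase luminescence (BugLite, 15 min, RT) read afterwards.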
EPAC2 antag: blocks human EPAC2 exchange factor | EPAC2 GEF exchange of Rap1B-BODIPY-GDP, fluorescence | Potency, µM (titrated, usually from 114 µM), for the others: at the top dose activity, negative = inhibition, usual class: inhibitors | actives 0.18% (n = 360,000) | AID 720708; note: potency is the fitted concentration of half-maximal effect; % is set by controls: 0 for no effect and ±100 for the full control effect; nearly all actives have a fitted effect of over 45% in size; many of its hits are not listed in these tables
Target sequence (Q8WZA2 whole entry, looked up): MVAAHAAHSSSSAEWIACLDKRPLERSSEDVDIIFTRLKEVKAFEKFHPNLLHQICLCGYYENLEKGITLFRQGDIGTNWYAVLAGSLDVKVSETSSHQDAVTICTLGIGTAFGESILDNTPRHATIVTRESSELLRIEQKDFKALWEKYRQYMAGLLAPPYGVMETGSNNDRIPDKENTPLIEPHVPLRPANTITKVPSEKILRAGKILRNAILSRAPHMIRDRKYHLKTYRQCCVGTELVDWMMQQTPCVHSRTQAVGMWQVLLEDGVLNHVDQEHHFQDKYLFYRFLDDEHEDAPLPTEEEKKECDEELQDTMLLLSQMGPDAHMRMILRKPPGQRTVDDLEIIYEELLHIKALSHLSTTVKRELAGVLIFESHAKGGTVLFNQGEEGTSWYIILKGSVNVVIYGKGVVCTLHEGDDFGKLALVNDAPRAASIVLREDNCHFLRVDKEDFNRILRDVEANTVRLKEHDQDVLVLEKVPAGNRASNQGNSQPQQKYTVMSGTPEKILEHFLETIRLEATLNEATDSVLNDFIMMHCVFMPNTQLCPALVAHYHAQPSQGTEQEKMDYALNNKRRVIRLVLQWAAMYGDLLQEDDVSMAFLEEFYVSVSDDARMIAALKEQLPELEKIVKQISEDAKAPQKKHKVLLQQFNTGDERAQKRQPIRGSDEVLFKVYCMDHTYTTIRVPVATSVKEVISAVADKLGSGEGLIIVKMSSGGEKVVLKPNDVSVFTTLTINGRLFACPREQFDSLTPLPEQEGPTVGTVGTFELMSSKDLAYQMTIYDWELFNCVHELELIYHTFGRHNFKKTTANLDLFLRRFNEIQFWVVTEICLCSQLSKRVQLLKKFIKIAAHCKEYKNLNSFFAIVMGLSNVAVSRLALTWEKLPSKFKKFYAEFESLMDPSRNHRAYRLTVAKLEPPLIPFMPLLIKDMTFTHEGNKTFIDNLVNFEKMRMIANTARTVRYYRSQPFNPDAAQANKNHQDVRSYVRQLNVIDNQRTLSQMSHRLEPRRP
EPAC2 agonist: agonists of human EPAC2 (RAPGEF4). Q8WZA2. EPAC2 activation, biochemical qHTS; response scale: 100% = 6.5 mM cAMP response. Potency, µM (titrated, usually from 154 µM), for the others: at the top dose activation, hits mostly activators. actives 0.079% (n = 360,000). AID 720711; note: potency is the fitted concentration of half-maximal effect; nearly all actives have a fitted effect of over 50% in size
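Fluorescence exchange assay: 100 nM EPAC2 with 250 nM RAP1B-BODIPY-GDP and 50 uM GDP; compounds tested as a concentration-titration series (qHTS). Loss of Rap1-bound BODIPY-GDP fluorescence read at 480/540 nm; data normalized to 6.5 mM cAMP.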
Nrf2 inh: inhibitors of Nrf2 signaling; Potency, µM (series often up to 46 µM), without a hit: top-dose activity change, negative = inhibition, hits mostly inhibitors; AID 504444; A549 ARE-Fluc reporter, luciferase luminescence, 18-24 h; actives 2.1% (n = 360,000); note: potency is the fitted concentration of half-maximal effect; % is set by controls: 0 for no effect and ±100 for the full control effect; nearly all actives have a fitted effect of over 60% in size
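A549 ARE_Fluc cells (5000/well, 5% FBS OPTI-MEM) pre-incubated 2 h, then treated with compounds 18-24 h at 37C/5% CO2 in concentration-response. CellTiter-Fluor viability read first; BugLite luciferase luminescence after 15 min at room temperature gives Nrf2 activity.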
* hit, by the source's call; i = inactive; ? = inconclusive; · = not tested or not shown; & = joins results of further samples; [ ] = remark or other dose. Unless noted, calls come from the whole dose curve; as a rule, active = well fitted curve in the direction sought with a large enough effect; inconclusive = small, poorly fitted or top-dose-only effect, or another doubt; inactive = no such curve, though single readings can be large; an effect the other way counts as inactive or inconclusive. Some of the compounds tested; count on the stated rates, not on these rows.

SMILES	TGFb SMAD3 inh	CCT modulator	Akt phos inh	Nrf2 ARE act	Mm-Cpn inhibitor	A549 tox	EPAC2 antag	EPAC2 agonist	Nrf2 inh
O=C(COC(=O)c1ncc(Cl)c(Cl)c1Cl)NC(=O)NCc1ccccc1	5%	0.4	i	0.3%	-1%	-3%	3%	-3%	0%
O=C(CCSc1nnc(-c2ccncc2)o1)Nc1cccc2ccccc12	1%	-1.3	i	2.0%	-1%	12%	8%	4%	?
O=C(CCn1c(=O)[nH]c2ccsc2c1=O)NCCc1ccc(Cl)cc1	13%	0.7	i	0.1%	-3%	?	12%	0%	-27%
C=Cc1ccc(Cn2c(C)c(C(=O)NCc3ccc4c(c3)OCCO4)sc2=O)cc1	-10%	0.7	i	3.3%	·	·	-1%	7%	·
Cc1ccc(N/N=C/c2ccc3c(c2)OCCO3)cc1Cl	-4%	2.5	i	3.6%	2%	-1%	11%	10%	?
CCC(C)[C@@H](C(=O)N1CCNCC1)n1cc(CCCN=C(N)N)nn1 (stereo partly drawn)	1%	0.6	i	-0.1%	·	-4%	-2%	7%	10%
CN(CC(=O)N1CCN(c2ccccn2)CC1)S(=O)(=O)c1ccc(Cl)cc1	-7%	1.8	i	-0.2%	-2%	-1%	0%	5%	-3%
Cc1ccccc1C(=O)c1cccn1CC(=O)N1CCCCC1	21%	-2.9	i	-0.3%	-1%	-6%	-4%	15%	-4%
CCCN=Cc1sc2ccc(OCC)cc2c1O	-1%	2.2	i	2.6%	-2%	-13%	-4%	8%	16%
CCOc1ccccc1N(CC(=O)Nc1cc(OC)ccc1OC)S(C)(=O)=O	12%	-0.3	i	2.5%	1%	0%	19%	8%	?
CCCOc1ccc(NCC(=O)Nc2ccc(C)cc2C)cc1	-3%	0.3	i	0.6%	0%	-1%	-4%[57.1 µM]	0%	1%
CC1CCN(C(=O)c2ccc([N+](=O)[O-])o2)CC1	-4%	-1.5	i	?	0%	-5%	-5%	7%	2%
COc1ccc(NN=Nc2nc3c([nH]2)c(=O)n(C)c(=O)n3C)cc1	-1%	1.1	i	3.2%	-2%	-2%	3%	6%	-10%
O=S(=O)(c1cccc(S(=O)(=O)N2CCOCC2)c1)N1CCCCC1	?	0.0	i	0.3%	0%	-17%	-2%	10%	-12%
COc1ccc(CCNS(=O)(=O)c2cn(C)nc2C)cc1	-14%	-1.7	i	-0.5%	1%	9%	1%	14%	4%
COc1cccc(C2C3=C(N=c4s/c(=C\c5ccc(OCC(=O)O)cc5)c(=O)n42)c2ccccc2CC3)c1 (stereo not drawn)	?	-0.5	i	13%	-2%	-15%	-11%	8%	-15%
COc1ccc(C(=O)NC(=S)NNC(=O)COc2ccccc2)cc1	-7%	0.5	i	0.3%	-2%	2%	4%	2%	?
Cc1cc2nn(-c3ccc(F)cc3)nc2cc1NC(=O)c1ccc(C(C)(C)C)cc1	-5%	·	·	-0.9%	·	0%	·	·	-22%
CCOC(=O)c1cc2c(=O)n3ccccc3nc2n(C(C)C)c1=NC(=O)c1c(-c2c(F)cccc2Cl)noc1C	-13%&-3%	-1.4	i	1.0%&0.2%	-6%	2%&-18%	1%	1%	?
CC1=CC(C)(C)Nc2ccccc21	?	0.6&-2.7	i	-1.4%&-0.2%	0%&-5%	-5%&-4%	-25%&10%	5%&-2%	-7%&3%
CN(C)CCCN1C(=O)c2oc3ccc(F)cc3c(=O)c2C1c1cccnc1 (stereo not drawn)	7%	-0.4	i	2.4%	0%	2%	1%	5%	18%
CC(=O)N1CCC(N(CCCOC(C)C)C(=O)Nc2ccc(C)c(C)c2)CC1	-1%&-3%	0.9	·	-0.4%&0.2%	-5%	-3%&-1%	-3%	7%	·
COc1ccc(/C=N/n2c(SC)nnc(C(C)(C)C)c2=O)cc1OC	4%	0.5	i	-0.8%	0%	-4%	2%	-2%	·
Cc1cc(OCC(=O)NCc2cccnc2)c2c(C)cc(=O)oc2c1	4%	0.8	i	0.0%	-4%	0%	6%	3%	-8%
O=S(=O)(NCC1CC1)c1cc(Cl)cc(Cl)c1	1%	2.2	i	6.4%	2%	3%	-16%	2%	?
CC(C)NC(=O)CSc1nncn1-c1ccccc1	11%	-1.1	i	-0.1%	1%	-12%	3%	2%	-17%
Cn1cc(C(=O)NCCc2ccc(Cl)cc2)c(=O)c2cc(S(=O)(=O)N3CCCCC3)ccc21	-9%	·	·	-1.0%	·	13%	·	·	10%
Cc1cc(C)c(NC(=O)CN2C(=O)c3cccnc3Oc3ccc(Cl)cc32)c(C)c1	-49%	·	·	-0.1%	·	3%	·	·	-2%
O=C(CN(Cc1cccs1)C(=O)CCC(=O)Nc1nccs1)NCc1ccccc1	0%	-0.5	i	0.1%	0%	-4%	0%	8%	-5%
Cc1cccc(C(=O)Nc2cc3nn(-c4ccc(C(C)C)cc4)nc3cc2C)c1	2%	·	·	-0.6%	·	0%	·	·	6%
CCOC(=O)[C@H]1[C@H]2COc3ccc(Cl)cc3[C@@H]2N2C(=O)CN(Cc3ccc(Cl)cc3)C(=O)[C@@]12C	?	-1.1	i	2.1%	0%	-18%	-3%	8%	?
Cc1cccc(NC(=O)Cn2c(=O)n(C)c3ccccc32)c1	1%	-1.7	i	0.3%	3%	1%	7%	-2%	-4%
Cc1occc1C(=O)N1CCN(C(=O)C2CCCO2)CC1 (stereo not drawn)	13%	-0.6	i	-0.6%	0%	-2%	-5%	4%	-6%
Cc1cccc(NC(=S)Nc2ccccn2)c1C	-3%	-0.2	i	6.7%	2%	0%	17%	-1%	?
c1ccc2c(c1)CSc1sccc1C2=C1CCNCC1	?	0.9	i	1.6%	-1%	-4%	-2%	3%	9%
CCNC(=O)C1(C)CCCN(CC(=O)c2ccccc2OC)C1 (stereo not drawn)	-4%	-2.1	i	4.1%	·	·	8%	7%	·
CCc1nnc(NC(=O)CCC(=O)N2CCN(Cc3cc(Cl)ccc3OC)CC2)s1	-28%	-2.9	i	0.1%	0%	7%	-1%	-4%	-5%
CC(=O)Nc1ccc(NC(=O)C(C)OC(=O)CCCN=C2NS(=O)(=O)c3ccccc32)cc1 (stereo not drawn)	0%	-1.8	i	0.1%	0%	0%	-3%	-1%	0%
O=C(Cn1ncc2c3ccccc3n(Cc3ccccc3)c2c1=O)NCc1ccco1	-12%	1.6	i	-0.2%	-4%	1%	3%	4%	3%
N#Cc1c(N)n(-c2cccc(C(=O)O)c2)c2nc3ccccc3nc12	1%	0.0	i	0.6%	-5%	?	-13%	20%	11%

Profiles, quoted from the list. Order of values: TGFb SMAD3 inh, CCT modulator, Akt phos inh, Nrf2 ARE act, Mm-Cpn inhibitor, A549 tox, EPAC2 antag, EPAC2 agonist, Nrf2 inh
Results for O=C(Cn1ncc2c3ccccc3n(Cc3ccccc3)c2c1=O)NCc1ccco1 → -12%, 1.6, i, -0.2%, -4%, 1%, 3%, 4%, 3%
Results for COc1ccc(CCNS(=O)(=O)c2cn(C)nc2C)cc1 → -14%, -1.7, i, -0.5%, 1%, 9%, 1%, 14%, 4%

Continued:
SMILES	TGFb SMAD3 inh	CCT modulator	Akt phos inh	Nrf2 ARE act	Mm-Cpn inhibitor	A549 tox	EPAC2 antag	EPAC2 agonist	Nrf2 inh
CCc1ccc(NC(=O)COC(=O)CCC2CCCC2)cc1	-8%	3.3	i	1.8%	-1%	1%	-17%	-2%	15%
O=C(O)c1ccc(CN(c2ccccc2)S(=O)(=O)c2ccccc2)cc1	6%	-2.6	i	-0.7%	0%	0%	0%	14%	3%
N#Cc1ccccc1S(=O)(=O)N1CCN(C(=O)CCc2ccccc2)CC1	2%	2.1	i	-0.5%	-1%	-2%	-1%	23%	?
O=S(=O)(NCCSc1nnc(-c2ccco2)n1-c1ccccc1)c1ccccc1	-5%	0.7	i	-0.3%	1%	-6%	-4%	-5%	·
C/C(=N\NC(=S)NCCc1ccccc1)c1ccc(O)cc1O	-27%	1.7	i	6.7%	2%	0%	-9%	7%	-13%
COc1ccc(N(CC(=O)NCCSCc2ccco2)S(=O)(=O)c2ccccc2)cc1	-9%	0.2	i	2.5%	-6%	4%	-17%	6%	-12%
CCOC(=O)c1cc(CC)sc1NC(=O)c1cc(OC)c(OC)c(OC)c1	31%[activator]	-1.6	i	-0.8%	-1%	-1%	-12%	-6%	?
Cc1ccc(C(=O)O/N=C(/c2nonc2N)N(C)C)cc1	8%	-0.7	i	-0.4%	3%	-3%	4%	2%	?
Cc1c(C(=O)OC(C)C)sc2nc[nH]c(=O)c12	-14%	0.3	i	0.2%	-10%	-1%	1%	-12%	-3%
COc1cccc(Cn2cccc(NC(=O)Nc3ccc(C#N)cc3)c2=O)c1	?	-2.8	i	4.2%	1%	-23%	-10%	3%	?
Cc1ccc(-n2c(SCC(=O)NC3CCS(=O)(=O)C3)nc3ccccc3c2=O)c(C)c1 (stereo not drawn)	1%	-1.6	i	-2.3%	·	·	-9%	-1%	·
CC(C)(C)C(=O)Nc1c(Cl)cccc1OC(F)(F)F	23%	-2.3	i	0.4%	1%	2%	2%	5%	8%
CCOC(=O)Cc1csc(N/N=C\c2ccc(N(C)C)cc2)n1	15%	-2.3	i	0.3%	-1%	-18%	9%	3%	-17%
CCCc1cc(=O)oc2c3c(cc(OCC(=O)NCCCn4ccnc4)c12)OC(C)(C)CC3	-5%	-1.8	i	6.8%	-3%	4%	5%	5%	-20%
CCOc1cc(C2C(C#N)=C(N)OC3CCCC(=O)C32)ccc1OCCN1CCOCC1 (stereo not drawn)	0%	-2.8	i	-0.6%	-2%	12%	7%	5%	·
COc1cc(CN2CCC(C(=O)N3CCN(c4ccccc4F)CC3)CC2)cc(OC)c1O	21%	-2.0	i	-0.2%	0%	30%	-1%	11%	16%
